Screens deposited in PubChem by The Scripps Research Institute Molecular Screening Center.
PAFAH2 inh = PAFAH2 (human) inhibition; Q99487; recombinant PAFAH2, FP-rhodamine activity probe, fluorescence polarization; inhibition, % at 3.39 µM; 340,000 compounds, 0.99% hits; AID 492956;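 active means inhibition above the mean over all tested compounds plus 3 SD, cut at about 30% in these data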;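 further: inhibitors block probe labeling of enzyme so polarization drops; 0% = enzyme with DMSO and 100% = wells lacking PAFAH2 protein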
PAD4 inh = PAD4 (human) enzyme inhibition; Q9UM07; recombinant PAD4, RCA probe fluorescence polarization; inhibition, % at 6.36 µM; 330,000 compounds, 0.41% hits; AID 485272;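 active means percent inhibition above a cutoff equal to the mean of all tested compounds plus 3 SD, cut at about 15% in these data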;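 further: 0% = PAD4 with RCA probe and DMSO and 100% = probe without PAD4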
PAFAH1B2 FP inh = inhibitors of human PAFAH1B2; P68402; recombinant PAFAH1B2, FP-rhodamine activity probe, fluorescence polarization; inhibition, % at 3.39 µM; 340,000 compounds, 1.2% hits;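 active means inhibition above the mean of all tested compounds plus 3 SD, cut at about 24% in these data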;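 further: 0% = enzyme with DMSO and 100% = wells lacking PAFAH1B2; many of its hits are not listed in these tables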
GSTO1 counter = counter-screen for RBBP9 inhibitors: inhibitors of human GSTO1 | P78417 | recombinant GSTO1, activity-based probe fluorescence polarization | inhibition, % at 5.96 µM | 300,000 compounds, 1.1% hits | AID 1974;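 active means inhibition above the campaign mean inhibition plus 3 SD, cut at about 35% in these data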;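 further: 0% = GSTO1-1 with DMSO and 100% = wells lacking GSTO1-1 enzyme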
PAFAH1B3 FP inh = PAFAH1B3 (human) inhibition; inhibition, % at 3.39 µM; 340,000 compounds, 0.28% hits; recombinant PAFAH1B3, FP-rhodamine probe, fluorescence polarization; Q15102;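 active means inhibition above the screen-wide average of all tested compounds plus 3 SD, cut at about 25% in these data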;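 further: 0% = enzyme with DMSO only and 100% = wells lacking PAFAH1B3 protein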
PREPL inh = inhibits the human prolyl oligopeptidase-like enzyme. Q4J6C6. 320,000 compounds, 0.68% hits. recombinant PREPL, fluorescence polarization activity-based probe. AID 2751. inhibition, % at 5.96 µM; in the data active means inhibition above about 43%;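 further: 0% = enzyme with DMSO and 100% = wells lacking enzyme; many of its hits are not listed in these tables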
Target sequence (Q4J6C6 whole entry, looked up): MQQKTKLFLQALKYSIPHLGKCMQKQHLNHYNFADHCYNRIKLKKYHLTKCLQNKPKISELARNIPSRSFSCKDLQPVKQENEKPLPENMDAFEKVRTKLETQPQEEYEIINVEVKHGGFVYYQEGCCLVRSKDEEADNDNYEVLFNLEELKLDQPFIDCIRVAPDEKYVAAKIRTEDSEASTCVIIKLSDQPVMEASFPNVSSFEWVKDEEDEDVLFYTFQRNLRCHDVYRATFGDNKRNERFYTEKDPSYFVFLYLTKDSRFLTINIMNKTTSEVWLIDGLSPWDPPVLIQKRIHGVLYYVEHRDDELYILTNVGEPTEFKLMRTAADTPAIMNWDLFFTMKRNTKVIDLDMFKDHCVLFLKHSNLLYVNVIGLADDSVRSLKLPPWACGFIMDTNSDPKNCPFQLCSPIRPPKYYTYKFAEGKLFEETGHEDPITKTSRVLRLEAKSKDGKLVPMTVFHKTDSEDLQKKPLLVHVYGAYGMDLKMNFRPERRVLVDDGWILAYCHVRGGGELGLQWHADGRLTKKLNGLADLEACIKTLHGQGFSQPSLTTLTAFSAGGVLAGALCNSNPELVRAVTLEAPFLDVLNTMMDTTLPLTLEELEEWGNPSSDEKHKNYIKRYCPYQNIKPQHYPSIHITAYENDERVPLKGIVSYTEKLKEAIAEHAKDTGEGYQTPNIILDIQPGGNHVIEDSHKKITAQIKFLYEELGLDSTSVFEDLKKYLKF
pPAFAH FP inh = pPAFAH (human) enzyme inhibition; Q13093; recombinant pPAFAH, FP-rhodamine probe fluorescence polarization; inhibition, % at 3.39 µM; 330,000 compounds, 1.5% hits; AID 463082;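 active means inhibition above the mean inhibition across the screen plus 3 SD, cut at about 25% in these data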;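 further: inhibitors block binding of the rhodamine activity-based probe so polarization drops; 0% = enzyme with DMSO and 100% = wells lacking pPAFAH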
LYPLA1 inh = blocks human lysophospholipase 1, a PME1 counter-screen; AID 2174; 320,000 compounds, 0.16% hits; O75608; inhibition, % at 5.9 µM; recombinant LYPLA1, FP-Rh probe fluorescence polarization;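 active means inhibition above the mean of all tested compounds plus 3 SD, set per campaign, cut at about 14% in these data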;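 further: inhibitors block serine hydrolase probe labeling of LYPLA1 so polarization falls; 0% = enzyme with DMSO and 100% = wells lacking LYPLA1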
LYPLA2 inh = counter-screen for PME1 inhibitors: inhibitors of human LYPLA2 | O95372 | recombinant LYPLA2, FP-Rh probe fluorescence polarization | inhibition, % at 5.9 µM | 320,000 compounds, 0.38% hits | AID 2177;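 active means inhibition above the screen-wide mean plus 3 SD, limit set per campaign, cut at about 26% in these data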;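 further: 0% = LYPLA2 with DMSO and 100% = wells lacking LYPLA2 enzyme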
Target sequence (O95372 whole entry, looked up): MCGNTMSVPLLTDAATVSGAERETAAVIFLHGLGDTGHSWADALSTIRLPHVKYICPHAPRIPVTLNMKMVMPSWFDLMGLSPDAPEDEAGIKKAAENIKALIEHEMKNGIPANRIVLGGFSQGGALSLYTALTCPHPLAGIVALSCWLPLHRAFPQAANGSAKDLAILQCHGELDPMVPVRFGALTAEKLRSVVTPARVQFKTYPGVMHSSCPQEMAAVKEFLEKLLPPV
* hit, by the source's call; x = not tested or not shown. The list is partial, so the mix of outcomes need not match the whole.

SMILES	PAFAH2 inh	PAD4 inh	PAFAH1B2 FP inh	GSTO1 counter	PAFAH1B3 FP inh	PREPL inh	pPAFAH FP inh	LYPLA1 inh	LYPLA2 inh
COc1ccc(-c2sc3cc4c(cc3c2-c2ccc(OCCN3CCCCC3)cc2)OCO4)cc1	3	-4	4	x	3	x	7	x	x
O=C(CCc1ccccc1)Nc1ccccc1	-1	0	0	0	-3	3	-1	0	3
O=C(CSc1nccc(=O)[nH]1)Nc1ccccc1Sc1ccccc1	6	1	18	5	1	0	3	-1	-3
O=C(Nc1c(C(=O)N2CCCCC2)cnn1-c1ccccc1)c1ccccc1	6	-5	0	3	10	3	24	1	-1
COC(=O)c1cccc(NC(=O)NC23CC4CC(CC(C4)C2)C3)c1	5	-1	9	-6	2	-6	0	-2	-3
Cc1c[nH]c(=O)c([N+](=O)[O-])c1	-1	3	-3	4	3	12	-3	-1	1
CCOC(=O)c1nn(-c2ccc(C)cc2)c2nc(Nc3ccccc3)cc(=O)n12	4	0	3	-4	5	4	4	0	-2
O=C(CCNC(=O)Cn1ccc2ccccc2c1=O)NCCCN1CCN(c2ccc(F)cc2)CC1	-3	0	4	-8	-5	14	0	-4	1
C/C(N)=C(/C#N)C(=O)CN1C(=O)NC(Cc2c[nH]c3ccccc23)C1=O (configuration not stated)	3	4	5	9	6	9	8	-1	6
Cn1c(-c2cc3c(C(F)(F)F)nn(C)c3s2)n[nH]c1=S	7	6	5	2	11	5	2	-2	-1
Cc1cc(NC(=O)COC(=O)COc2ccc(C(=O)c3ccccc3)cc2)no1	-2	3	3	7	1	-3	7	2	12
CC1(C)CC(=O)c2sc(NC(=O)c3ccc4ncsc4c3)nc2C1	-2	2	4	-30	1	-5	-5	-4	-4
COc1ccc(-n2c(CNC(=O)c3cc(OC)c(OC)c(OC)c3)n[nH]c2=S)cc1	-7	2	0	5	1	7	5	2	4
Cc1c(NC(=O)Nc2ccccc2Cl)c(=O)n(-c2ccccc2)n1C	0	-1	7	8	3	-6	3	-8	-5
COC(=O)/C(=N/Nc1ccccc1C)Sc1nnc(C(O)c2ccccc2)n1-c1ccccc1 (configuration not stated)	-11	-1	2	1	-7	10	0	-12	-3
COc1ccc(OC)c(CNC(=O)CCn2nc(C)c3c(C)n(-c4ccccc4)nc3c2=O)c1	-2	-3	8	2	-1	-6	7	2	2
CNC(=S)N/N=C1\C(=O)c2cccc3cccc1c23	7	-2	4	-1	2	12	11	0	-2
CC(Sc1ccc(Cl)cc1)C(=O)NCc1cccnc1 (configuration not stated)	0	-3	3	9	-2	3	-2	0	-3
CN(C)CCCN1C(=O)C(O)=C(C(=O)c2cc3ccccc3o2)C1c1ccccc1 (configuration not stated)	15	-1	2	0	8	28	9	2	3
Cc1ccc(NC(=O)CCc2nc3sc4c(c3c(=O)[nH]2)CCCC4)nc1	15	-4	-2	11	-9	4	8	-7	-12
CCC(=O)c1ccc(OCC(=O)OCC(=O)NCCCc2ccccc2)cc1	3	2	2	-1	7	-9	10	1	2
COc1cccc(C(=O)N2CCC(O)(c3cccnc3)CC2)c1	6	-3	2	4	-6	-2	3	1	0
OC(CNCc1ccco1)Cn1c2ccc(Br)cc2c2cc(Br)ccc21 (configuration not stated)	-11	-3	1	-2	3	18	21	0	3
O=C(COc1ccc2ccccc2c1)NNC(=O)c1cccs1	-2	0	11	5	6	13	5	0	3
Oc1ccc(-c2csc(-c3cccnc3)n2)c(O)c1	7	-8	3	13	10	-2	1	-1	-6
COc1cc(C(=O)N(CCCO)Cc2cc3ccc(C)c(C)c3[nH]c2=O)cc(OC)c1OC	3	-3	5	-1	-2	-11	5	4	6
Cc1cc(C)cc(C(=O)NCC(=O)OCc2cc([N+](=O)[O-])cc3c2OCOC3)c1	3	0	3	5	0	8	3	9	5
NC1C2CN(c3nc4c(cc3F)c(=O)c(C(=O)O)cn4-c3ccc(F)cc3F)CC12 (configuration not stated)	2	3	10	6	6	-7	-2	3	26
CCOC(=O)C1=C(C)NC(C)=C(C(=O)OCC)C1c1cc2ccc(C)cc2[nH]c1=O	2	-1	6	4	4	-5	9	0	-5
CCCOc1ccc(C(CC(=O)O)NC(=O)Cc2ccccc2)cc1 (configuration not stated)	0	-2	10	4	0	5	2	0	-2
Cc1cc(C(F)(F)F)n(-c2nc(C(=O)O)cs2)n1	-2	1	-2	-1	-2	-7	5	3	8
O=C1CN(C(=O)COc2ccc(Br)cc2F)c2ccccc2N1	-3	1	2	6	4	-16	-4	-3	0
CC1(C)CCCC2=C1CC1C(=O)N(O)C(=O)C1C2 (configuration not stated)	0	1	7	28	4	10	8	3	4
CCOc1ccc(NS(=O)(=O)c2cnc(Cl)c(Cl)c2)cc1	2	-5	3	34	3	5	6	0	-2
CC(CC(=O)Nc1ccncc1)c1ccccc1 (configuration not stated)	-6	0	5	4	9	-8	1	3	11
NC(=O)Nc1ccc(C(=O)OCC(=O)Nc2ccc(Cl)cn2)cc1	82*	3	5	-6	5	-19	9	0	5
CC(Sc1nnc(-c2cccs2)n1-c1ccccc1)C(=O)NCc1ccco1 (configuration not stated)	5	-1	-4	3	7	-3	3	1	-5
O=C(NCc1ccccn1)c1cccc(S(=O)(=O)N2CCCCC2)c1	4	4	2	x	10	18	-1	1	4
CNC(=O)c1c(NC(=O)c2ccc(S(=O)(=O)N3CCCC3)cc2)sc2c1CCN(C(C)C)C2	x	-2	x	6	x	44*	7	-2	5
O=S(=O)(NCCSc1ccccn1)c1ccc(Br)cc1	10	0	25*	-5	9	-17	4	-4	-2
CC(C)OC(=O)c1cc(NC(=O)C2C3C=CC(O3)C2C(=O)O)cc(C(=O)OC(C)C)c1 (configuration not stated)	-4	-5	-4	1	-7	9	6	3	2
O=S(=O)(c1ccccc1F)N1CCN(C(=S)NCc2ccccc2)CC1	3	-2	7	-1	-1	6	3	-8	-5
Cc1cc(C)n(/N=C/c2c[nH]c3ccccc23)c(=O)c1C#N	3	0	3	6	4	12	13	1	2
CC[C@H](C)Cc1cn([C@@H](CCCCNC(=O)OC(C)(C)C)C(=O)NCCCCCCCCCCC(=O)N2CCN(C(=O)OC(C)(C)C)CC2)nn1	7	1	1	2	1	3	2	1	8
COc1ccc(C(=O)N(CN2CCCC2=O)c2ccc(C)cc2)cc1	-1	-8	-3	7	-1	8	1	-1	-2
CN(C)CCNc1ccc(Cl)cc1[N+](=O)[O-]	1	2	-1	0	5	13	3	-2	6
Cc1ccccc1-c1nn(-c2ccc(F)cc2F)cc1CNCC(C)O (configuration not stated)	3	-7	4	-2	-2	-41	1	-5	-5
O=C1C(Cc2c[nH]c3ccccc23)NC(=S)N1C1CCCCC1 (configuration not stated)	0	1	1	-2	7	-7	4	-1	5
O=C(NCc1ccccn1)C(=O)NN=C1CCCCCCC1	-2	-3	0	2	-2	8	3	3	5
C/C(Cl)=C/CN1C(=O)C2C3C=CC(C3)C2C1=O (configuration not stated)	-7	2	5	-4	-3	6	0	0	7
C=CCNc1c2c(nc3nnnn13)CCCC2	-3	3	3	3	8	-1	1	3	1
O=C(Nc1cccc(S(=O)(=O)N2CCCC2)c1)c1cccc(S(=O)(=O)N2CCOCC2)c1	-3	-1	0	x	8	0	1	-5	-1
CC1CCCN(C(=O)c2ccc(-c3ccccc3Cl)o2)C1 (configuration not stated)	-1	-2	2	4	8	-3	9	2	5
O=C(c1ccc(CSc2ccccc2)cc1)N1CCCCCC1	4	-6	12	1	6	18	12	2	4
Cc1ccc(S(=O)(=O)NCc2ccccc2)cc1C(=O)NCc1ccccn1	1	2	3	0	2	1	2	-4	1
Cc1nn(C(=O)CCCn2cc([N+](=O)[O-])cn2)c(C)c1Cl	0	-3	5	8	9	2	3	-2	-1
Cc1cccc(C)c1OCC(=O)Nc1ccccc1C(F)(F)F	7	2	3	2	10	-7	2	-1	5
Cn1cc(/C=C(\NC(=O)c2ccccc2Cl)C(=O)NCCN2CCOCC2)c2ccccc21	4	-1	-4	0	4	7	5	4	6
CC1CN(C(=O)C(C)N2C(=O)c3ccccc3C2=O)CC(C)O1 (configuration not stated)	0	-3	0	-2	1	4	4	2	1
CN(C)CCNC(=O)CN1C(=O)CSc2ccc(S(=O)(=O)N3CCCCC3)cc21	0	-3	-6	1	-1	3	3	1	-1
(listing goes on)
SMILES	PAFAH2 inh	PAD4 inh	PAFAH1B2 FP inh	GSTO1 counter	PAFAH1B3 FP inh	PREPL inh	pPAFAH FP inh	LYPLA1 inh	LYPLA2 inh
O=C(NCCCN1CCCC1=O)c1cccnc1	-3	0	3	2	1	5	2	-1	0
O=S(=O)(Nc1cccc(S(=O)(=O)N2CCCC2)c1)c1ccccc1F	5	1	9	x	2	3	5	x	x
COc1ccccc1NC(=O)COC(=O)C12CC3CC(CC(Br)(C3)C1)C2	0	5	30*	x	16	-6	3	x	x
COc1ccc(C)cc1S(=O)(=O)NCc1cccs1	12	0	4	0	1	3	4	1	-6
CC(C)(C)NC(=O)CN(C(=O)CNC(=O)c1cccs1)c1ccccc1F	0	3	2	5	-2	3	2	0	-8
N#Cc1cc(-c2ccccc2)cn(Cc2c(Cl)cccc2Cl)c1=O	8	3	1	1	10	-2	1	-2	1
COc1cc(/C=N/NC(=O)c2ccc([N+](=O)[O-])cc2Cl)cc(Br)c1O	3	-3	2	-1	5	17	-3	0	2
Cc1ccc(-c2nc(Nc3cccc(O)c3)c3ccccc3n2)cc1	-9	-1	-3	-20	10	3	-2	-28	-32
O=C(c1ccco1)N1CCN(c2cccc(Cl)c2)CC1	-2	-2	4	3	-4	7	1	0	-4
O=C(Cn1cnc2cc([N+](=O)[O-])ccc2c1=O)Nc1ccc2c(c1)OCO2	11	-3	2	0	1	38	2	-4	-1
CC(Oc1ccc(Cl)cc1)C(=O)Nc1cccc(S(=O)(=O)N2CCOCC2)c1 (configuration not stated)	4	-3	16	x	4	15	2	0	6
COc1ccc(NC(=S)Nc2cccc(Cl)c2Cl)cc1OC	-3	-9	-8	4	8	11	4	-1	-1
CCC(=O)Nc1ccc2c(c1)nc(CCN1CCN(c3ccccc3)CC1)n2C	-12	3	4	8	-8	5	2	-1	0
CC(OC(=O)C1CCCCC1)C(=O)Nc1cccc([N+](=O)[O-])c1 (configuration not stated)	4	-2	7	x	4	11	3	-3	-6
c1ccc2c(c1)OCC(CNc1ncnc3nc[nH]c13)O2 (configuration not stated)	-2	0	0	-3	4	-9	-5	-2	2
CCN(C(=O)COC(=O)c1cc(-c2ccc(C)o2)nc2ccccc12)C1CCS(=O)(=O)C1 (configuration not stated)	45*	1	-2	6	-3	0	5	0	0
Cc1ccccc1-c1nc(CS(=O)(=O)CC(=O)NCCCN2CCCC2=O)c(C)o1	1	-1	-6	5	1	4	0	0	-4

3 entries from above, with two lines to a compound:
The line under a structure holds: PAFAH2 inh	PAD4 inh	PAFAH1B2 FP inh	GSTO1 counter	PAFAH1B3 FP inh	PREPL inh	pPAFAH FP inh	LYPLA1 inh	LYPLA2 inh
> CCN(C(=O)COC(=O)c1cc(-c2ccc(C)o2)nc2ccccc12)C1CCS(=O)(=O)C1 (configuration not stated)
 : 45*	1	-2	6	-3	0	5	0	0
> CC(Sc1nnc(-c2cccs2)n1-c1ccccc1)C(=O)NCc1ccco1 (configuration not stated)
 : 5	-1	-4	3	7	-3	3	1	-5
> Cc1ccc(NC(=O)CCc2nc3sc4c(c3c(=O)[nH]2)CCCC4)nc1
 : 15	-4	-2	11	-9	4	8	-7	-12
